NadD inh – NadD (S. aureus) enzyme inhibition | purified NadD enzyme, colorimetric absorbance read-out | inhibition, % at 20 µM | hit rate 0.78% among 360,000; in the data active = inhibition above about 26%; note: some compounds past the cut are filed as inactive
LMPTP block – blocks human LMPTP phosphatase. recombinant LMPTP-A, OMFP fluorogenic substrate, fluorescence intensity. inhibition, % at 20 µM. hit rate 0.22% among 360,000;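 active = compounds that cut the enzyme signal by at least half of the control window in the single-dose screen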;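 note: plate controls were DMSO wells with enzyme plus substrate for no effect and substrate without enzyme for full effect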
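material = LMPTP-A | quantity = 0.625 nM enzyme | reagent = OMFP substrate, 400 µM final | buffer or medium = Bis-Tris pH 6.0, DTT, detergent | detection = endpoint fluorescence intensity from OMFP dephosphorylation | dosing = single 20 µM dose | read-out basis = % inhibition relative to no-enzyme and uninhibited control wells | control set = no-enzyme and uninhibited controls | timing = 50 min at room temperature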
DNMT1 block – inhibitors of human DNMT1. P26358. DNMT1 molecular beacon, Hinp1I cleavage, fluorescence. inhibition (reported as % activation of signal), % at 10 µM. hit rate 0.83% among 360,000; in the data active = inhibition above about 50%
Rpn11 block – Rpn11 (human) deubiquitinase inhibition | human 26S proteasome, Ub4-pepOG fluorescence polarization; 20S core pre-blocked with epoxomicin | AID 588493 | hit rate 0.59% among 360,000 | calls only at 20 µM;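 active = inhibition at 20 µM, scaled to each plate's controls, above about 33%, limit read from the data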
Target sequence (O00487 whole entry, looked up): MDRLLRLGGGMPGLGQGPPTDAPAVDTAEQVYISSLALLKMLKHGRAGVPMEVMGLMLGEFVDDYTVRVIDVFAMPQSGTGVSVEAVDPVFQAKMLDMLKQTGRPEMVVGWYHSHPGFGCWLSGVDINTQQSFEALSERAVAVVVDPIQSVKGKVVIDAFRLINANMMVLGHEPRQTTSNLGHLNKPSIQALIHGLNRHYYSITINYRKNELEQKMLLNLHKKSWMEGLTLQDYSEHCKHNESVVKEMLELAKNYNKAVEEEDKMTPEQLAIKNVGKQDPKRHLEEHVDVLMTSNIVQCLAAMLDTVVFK
STEP block – STEP (human) phosphatase inhibition | P54829 | recombinant STEP, OMFP fluorogenic substrate, fluorescence | inhibition, % at 20 µM | hit rate 0.25% among 360,000;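 active = inhibition at 20 µM, scaled per plate between control wells, above about 37%, limit read from the data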;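 note: 0% = DMSO with enzyme and substrate and 100% = substrate only without enzyme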
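Test system: STEP tyrosine phosphatase / Reagent: OMFP at 25 µM / Doses: 20 µM, 1% DMSO / Read-out: percent inhibition scaled to no-enzyme and uninhibited-enzyme controls, plate-pattern corrected / Detection: FITC-channel fluorescence of OMFP product / Medium: Bis-Tris buffer pH 6.0, 2.5 mM DTT, 0.005% Tween 20 / Schedule: 20 min at room temperature, dark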
Scp-1 inhibitor – blocks human Scp-1 phosphatase activity; inhibition, % at 20 µM; Recombinant Scp1, phosphopeptide, malachite green phosphate absorbance; AID 493091; hit rate 0.88% among 340,000; Q9GZU7;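 active = inhibition above about 50% at 20 µM, limit read from the data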;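 note: plate controls were DMSO wells with enzyme for no effect and wells lacking enzyme for full effect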
Target sequence (Q9GZU7 76-261 limits assumed): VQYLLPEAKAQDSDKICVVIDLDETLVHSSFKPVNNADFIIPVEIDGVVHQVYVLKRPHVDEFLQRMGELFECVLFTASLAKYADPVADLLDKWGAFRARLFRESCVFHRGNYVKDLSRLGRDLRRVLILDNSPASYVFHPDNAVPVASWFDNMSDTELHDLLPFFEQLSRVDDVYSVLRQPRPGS
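Test system – truncated SCP-1 phosphatase (76-261aa) · Reagent – Phosphorylated 17-residue peptide substrate · Incubation – 45 min room-temperature reaction, 5 min colour, 30 min stabiliser · Detection – colorimetric phosphate reagent with accelerator and stabiliser, absorbance at 630 nm · Measure – % inhibition at 20 µM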
PABP1 MLLE inh – inhibitors of microRNA-mediated deadenylation, human PABP1 MLLE binding | AID 588489 | inhibition, % at 20 µM | hit rate 0.36% among 360,000 | GST-MLLE / FITC-PAM2 fluorescence polarization; in the data active = inhibition above about 35%, passing the limit was not always enough;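 note: plate controls were DMSO wells with GST-MLLE for no effect and wells lacking GST-MLLE protein for full effect; some results filed as inactive read as strong as hits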
SUMO1 PPI mod – modulators of human SUMO1-mediated protein-protein interactions | P63165 | SUMO1 binding to a labelled peptide, TR-FRET, 1 h | inhibition, % at 20 µM | hit rate 0.33% among 360,000; in the data active = inhibition above about 37%
Target sequence (P63165 whole entry, looked up): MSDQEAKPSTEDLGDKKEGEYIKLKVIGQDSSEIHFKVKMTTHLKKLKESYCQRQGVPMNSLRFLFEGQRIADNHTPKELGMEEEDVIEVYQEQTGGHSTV
TbMetRS inhib – blocks T. brucei methionyl-tRNA synthetase activity; purified T. brucei MetRS, ATP depletion, Kinase-Glo luminescence; inhibition, % at 11.9 µM; hit rate 0.4% among 360,000; AID 624268;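 active = inhibition above a per-plate cutoff of the control wells' mean inhibition plus 3 SD, cut at about 5.5% in these data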;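 note: 0% = DMSO wells median and 100% = median of wells with control inhibitor compound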
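technique = Kinase-Glo luminescence, ATP depletion format | system = purified MetRS (methionyl-tRNA synthetase) enzyme from Trypanosoma brucei | timing = 15 min preincubation, 2 h reaction, all 25 °C | evaluation = percent inhibition versus plate control medians | dosing = single dose, 11.9 µM final nominal, 0.9% final DMSO | also added = substrates ATP, L-methionine and bulk Escherichia coli tRNA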
CSN deneddyl inh – CSN deneddylation inhibition; Q92905; Purified CSN, SCF-Nedd8-OG deneddylation, fluorescence polarization; inhibition, % at 12.5 µM; hit rate 0.38% among 360,000; AID 651999;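 active = pattern-corrected inhibition above about 35%, with an unprinted fluorescence ratio check between 0.5 and 1.5, limit read from the data, passing the limit was not always enough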;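 note: 0% = enzyme with substrate and 100% = substrate without enzyme; some results filed as inactive read as strong as hits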
Target sequence (Q92905 whole entry, looked up, one chain of several): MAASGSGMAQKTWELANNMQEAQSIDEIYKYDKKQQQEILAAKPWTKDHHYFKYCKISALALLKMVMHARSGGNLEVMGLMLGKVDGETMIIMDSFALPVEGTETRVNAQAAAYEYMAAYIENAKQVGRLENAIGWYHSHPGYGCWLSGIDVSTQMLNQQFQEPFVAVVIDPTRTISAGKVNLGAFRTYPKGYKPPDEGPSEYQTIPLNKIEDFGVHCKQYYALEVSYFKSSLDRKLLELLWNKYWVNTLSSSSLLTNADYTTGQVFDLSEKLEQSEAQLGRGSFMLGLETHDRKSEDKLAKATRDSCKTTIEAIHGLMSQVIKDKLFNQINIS
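Material: human Csn5 produced in HEK293T cells; Input: enzyme 0.24 nM; Reagent: SCFSkp2-Nedd8OG substrate at 10 nM final; Dosing: 12.5 µM compound; Incubation: 90 min reaction at room temperature; Detection: fluorescence polarization of the substrate; Evaluation: % inhibition of substrate cleavage by Csn5; Control set: substrate-only high control, full reaction low control.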
* marks the source's active call; other numbers are inactive results; i = inactive; . = no result given.

SMILES	NadD inh	LMPTP block	DNMT1 block	Rpn11 block	STEP block	Scp-1 inhibitor	PABP1 MLLE inh	SUMO1 PPI mod	TbMetRS inhib	CSN deneddyl inh
CC1CCN(CCc2nc3cc(NS(=O)(=O)c4ccc(F)cc4)ccc3n2C)CC1	-7	-0.5	0	i	2	-8	-4	-9	0.2	-6
Nc1ccc(-n2cnc3cc([N+](=O)[O-])ccc32)cc1	-8	-0.1	-2	i	3	-2	-4	-21	-0.2	-1
O=C(Cc1cccc([N+](=O)[O-])c1)Nc1ccccc1	-5	-1.9	3	i	0	.	1	-16	1.4	0
C#CCn1cccc(C(=O)Nc2ccc(OC)cc2)c1=O	-7	-0.4	-2	i	0	-11	10	-1	0.2	0
CN(C)c1cccc(C(=O)N2CCCC(CCC(=O)N3CCN(c4ccccn4)CC3)C2)c1 (stereo not given)	-4	0.6	0	i	-1	23	-1	7	-0.3	0
COc1ccc(C(=O)NCC(C)(C)SCc2c(C)cc(C)cc2C)cc1	-5	4.7	1	i	1	-8	4	0	-1.0	3
COc1ccc(N2CC(C(=O)NCc3n[nH]c(=O)c4ccccc34)CC2=O)cc1 (stereo not given)	-6	-2.2	2	i	4	-6	3	-1	-0.6	2
Cc1ccccc1Nc1nc(-c2cccnc2)cs1	0	1.7	-1	i	-1	-15	-9	-9	0.6	1
C#CCNC(=O)C1=C[C@@H](C)C[C@@H](OCc2ccc(CO)cc2)O1	2	-0.5	4	i	-1	-2	-8	5	-0.1	-2
CN(c1ccccc1)S(=O)(=O)c1ccc(C(=O)NCCc2ccccc2)cc1	-19	0.2	0	i	0	-18	-19	4	0.0	5
NC(CC(=O)O)c1ccc(F)cc1 (stereo not given)	-2	-0.9	5	i	-2	-3	2	1	-0.7	-3
Cc1cc(C)c2c(n1)nn1c(NCCN3CCOCC3)cc(C)nc21	7	1.9	5	i	2	-5	5	4	-1.0	-1
Cc1cc(Nc2cnc3ccccc3n2)n(-c2ccccc2)n1	-4	0.7	-2	i	1	1	-1	-2	-1.2	-1
COC1CCC2(C)C(=CCC3C4CC(O)CC4(C)CCC32)C1 (stereo not given)	-1	1.2	-2	i	2	-13	6	3	-0.2	2
COc1ccc(Cn2cc(F)c(=O)n(C)c2=O)cc1[N+](=O)[O-]	11	-2.4	2	i	-1	-5	-12	-18	0.7	-1
Cc1cc(Br)c(NC(=O)COC(=O)CC2CC3CCC2C3)c(Br)c1 (stereo not given)	-4	0.3	4	i	4	-7	-5	0	-0.3	6
CC(C)CC1CC(C)(c2csc(NNC(=O)c3ccccc3)n2)OC1=O (stereo not given)	-4	-1.0	1	i	1	-5	-3	1	0.2	-8
Cc1cc(C(=O)CSc2nnc(-c3ccccc3)n2C)c(C)n1C	2	-0.1	2	i	1	-2	5	-4	0.5	-4
CCOc1ccc(C(=O)NC(=S)Nc2cccnc2)cc1[N+](=O)[O-]	1	0.6	0	i	6	1	18	-13	-0.4	-6
COc1ccc(C(=O)N2CCN(C(=O)C3CCCO3)CC2)cc1[N+](=O)[O-] (stereo not given)	2	0.1	-2	i	-1	-5	-2	-5	-0.2	5

Entries from the list above that contain a halogen (four):
SMILES	NadD inh	LMPTP block	DNMT1 block	Rpn11 block	STEP block	Scp-1 inhibitor	PABP1 MLLE inh	SUMO1 PPI mod	TbMetRS inhib	CSN deneddyl inh
CC1CCN(CCc2nc3cc(NS(=O)(=O)c4ccc(F)cc4)ccc3n2C)CC1	-7	-0.5	0	i	2	-8	-4	-9	0.2	-6
NC(CC(=O)O)c1ccc(F)cc1 (stereo not given)	-2	-0.9	5	i	-2	-3	2	1	-0.7	-3
COc1ccc(Cn2cc(F)c(=O)n(C)c2=O)cc1[N+](=O)[O-]	11	-2.4	2	i	-1	-5	-12	-18	0.7	-1
Cc1cc(Br)c(NC(=O)COC(=O)CC2CC3CCC2C3)c(Br)c1 (stereo not given)	-4	0.3	4	i	4	-7	-5	0	-0.3	6

Continuation.
SMILES	NadD inh	LMPTP block	DNMT1 block	Rpn11 block	STEP block	Scp-1 inhibitor	PABP1 MLLE inh	SUMO1 PPI mod	TbMetRS inhib	CSN deneddyl inh
COc1cc(/C=C/C(=O)OCC(=O)NC(=O)NC(C)C)cc(S(=O)(=O)N2CCc3ccccc32)c1OC	-8	0.6	-4	i	2	-5	-8	-8	0.7	-2
Cn1nccc1C(=O)NC1CCCc2c1cnn2-c1ccc(F)cc1F (stereo not given)	-3	-0.4	-1	i	-1	-7	-5	-1	-0.2	-1
COc1ccc(C2(C(N)=O)CCCCC2)cc1OC	-5	-3.5	2	i	0	-15	0	-1	0.0	7
CC(OC(=O)CN1C(=O)c2ccccc2C1=O)C(=O)c1ccccc1 (stereo not given)	-2	-1.0	-1	i	0	-6	-3	8	-0.5	-5
COc1ccc(C(=O)NC2(C(F)(F)F)NC(=O)N(CCCc3ccccc3)C2=O)c(OC)c1OC (stereo not given)	-10	2.4	-7	i	-3	-12	1	8	0.4	6
O=C(c1ccc(COc2ccccc2Br)cc1)N1CCCCC1	-1	0.7	-3	i	-3	-5	-2	-3	-0.2	-1
COc1ccc(C)cc1NC(=O)c1ccc2c(c1)OCO2	-4	-1.2	4	i	-8	-18	-3	-3	-0.9	-2
Cc1noc(C)c1S(=O)(=O)N1CCCC1C(=O)O (stereo not given)	-7	-1.9	0	i	-1	-1	-9	3	-0.6	-1
O=c1cc(O)c2sc3nc(-c4cccnc4)cc(C(F)(F)F)c3c2[nH]1	3	16	47	i	-2	20	-59	14	-0.7	11
COc1cccc(NC(=O)CN(C)C(=O)Cc2cccc3ccccc23)c1	-2	-0.7	-1	i	-2	-1	-2	2	0.0	-2
Cn1c2ccc(F)cc2c2nnc(SCCN3CCOCC3)nc21	-3	-0.7	4	i	3	-13	37	-12	-0.3	-3
CC(=O)N1c2ccc(S(=O)(=O)N3CCCC3C(=O)NCc3ccc(Cl)cc3)cc2CC1C (stereo not given)	1	0.6	0	i	-2	-12	-10	3	-0.2	0
COc1ccc(N2CCN(C(=O)c3cn(C4CCCC4)c(=O)c4c3c3ccccc3n4C)CC2)cc1	10	2.7	-7	i	3	3	-1	-4	-1.4	2
CCN1CCc2c(sc(NC(=O)c3ccc(S(=O)(=O)N(C)CC4CCCO4)cc3)c2C(N)=O)C1 (stereo not given)	-8	2.1	-1	i	-2	-2	-1	-8	-0.4	-4
CCOC(=O)c1c(C)cc(=O)oc1C	-2	-0.8	3	i	-1	-8	3	-3	-0.4	-2
COC(=O)c1ccc([N+](=O)[O-])cc1N1C(=O)C2C3CCC(C3)C2C1=O (stereo not given)	-2	-1.8	-1	i	64*	-8	-7	-18	-0.2	1
O=C(Nc1ccc(F)cc1)Nn1cnnc1	-4	-0.8	-1	i	-1	-5	24	0	-0.4	1
CC1Cc2cccc3ccc(=O)n(c23)C1 (stereo not given)	4	-1.0	0	i	-2	0	3	-5	-0.4	-1
CNc1ccccc(C(=O)/C=C/c2ccccc2OC)c1=O	6	5.5	-2	i	4	38	-24	7	0.5	12
O=C(NC1(C(=O)NC2CCCCC2)CCCCC1)c1ccc2c(c1)OCO2	-3	0.1	2	i	1	-13	5	-1	-0.7	4
CCOCN(C(=O)Cn1c(CO)nc2ccccc21)c1c(C)cccc1CC	-2	-0.5	10	i	-2	0	-7	1	0.5	4
Cc1nn(-c2ccccc2)c(Cl)c1/C=N/NC(=O)c1cccnc1	4	-0.1	11	i	0	-6	-8	0	0.2	-10
O=S(=O)(Nc1ncccn1)c1ccc(-n2cnnn2)cc1	-4	-2.0	0	i	1	-3	-1	1	-0.2	0
Cc1ccc(S(=O)(=O)NCC2CCC(C(=O)NCc3cccnc3)CC2)cc1 (stereo not given)	-6	-1.3	-1	i	-2	2	14	-1	0.0	2
Nc1c(-c2ccc(Cl)cc2)cnn1-c1ccccc1	-8	0.5	10	i	-3	-2	-6	6	-0.1	-2
N#Cc1c(N)nc2c(c1-c1ccc(F)cc1)CCC2	0	0.0	-4	i	-1	5	1	0	-0.5	-5
S=C(NC1CCCCC1)N1CCN(C2CCCCC2)CC1	-5	-2.1	3	i	-2	0	-110	-3	-0.8	-8
O=C(COC(=O)C1CCC(=O)N1)Nc1ccccc1OC(F)F (stereo not given)	1	-1.5	7	i	1	-15	6	-3	-0.1	-4
CC(C)C(=O)Nc1c2c(nn1-c1ccc(F)cc1)CSC2	4	-0.4	1	i	5	-5	-1	1	-0.2	-1
Cc1cc2nccc(-c3ccc(OCCCF)cc3)n2n1	2	1.4	-2	i	-2	-4	2	-22	-1.7	-4
CCOc1ccccc1C(=O)Nc1cc2c(cc1N1CCCC1)n(CC)c(=O)n2CC	2	3.0	-5	i	4	5	-19	10	-0.7	5
Cc1cccc(OCC(=O)NNC(=O)c2cc3ccccc3oc2=O)c1	9	-1.4	2	i	-1	3	0	-21	-1.5	1
CCCCN(CCCNC(=O)c1c(C)cc(=O)oc1C)c1ccccc1	-3	-1.1	-5	i	3	-6	0	-1	-0.3	-7
CCOC(=O)[C@H]1[C@H]2COc3ccc(Cl)cc3[C@@H]2N2C(=O)c3ccc(C)cc3NC(=O)[C@@]12C	1	-1.2	-5	i	2	4	3	-11	-0.7	3
CCC[C@H]1CN(Cc2ccccc2)C(=O)[C@@H]1CC(=O)NC	2	-1.6	6	i	4	.	2	2	-0.5	-3
CN(C)S(=O)(=O)c1ccc(C(=O)NNC(=O)C23CC4CC(CC(C4)C2)C3)cc1	-4	-0.4	1	i	2	-6	-10	1	0.4	-1
COc1ccccc1NC(=O)c1sc2nc3n(c(=O)c2c1C)CCC3	2	-0.9	7	i	0	6	-9	-15	-0.5	2
Cc1nn(-c2cccc(Cl)c2)c2c1C(c1cccnc1)C(C#N)=C(N)O2 (stereo not given)	0	1.8	-18	i	-1	-1	20	8	0.2	0
CNC[C@H]1Oc2cc(Br)ccc2S(=O)(=O)N([C@@H](C)CO)C[C@@H]1C	-3	-2.9	4	i	6	.	2	0	0.6	-1
CCOC(=O)c1c(NC(=O)COc2ccccc2)sc2c1CC(C)(C)NC2(C)C	-13	1.9	0	i	0	-6	12	-10	0.0	9
Cc1c(CN2CCN(c3cccc(C(F)(F)F)c3)CC2)c(=O)n(-c2ccccc2)n1C	-1	-0.1	2	i	-2	2	6	-2	-0.8	-1

Screens as filed in PubChem.
